PrPC TRFRET = reduces human prion protein on the cell surface; P04156; cell surface PrPC, TR-FRET read-out; inhibition, % at 13.8 µM; actives 0.43% (n = 370,000); in the data active = inhibition above about 24%; also: 0% = median of the test wells and 100% = reference compound wells
FadD28 FP inh = blocks FadD28 binding to the bisubstrate probe | fluorescence polarization | inhibition, % at 12.5 µM | actives 0.22% (n = 360,000); in the data active = inhibition above about 8.5%, passing the limit was not always enough
MazEF act = increases E. coli MazEF RNase cleavage of RNA; P0AE70; FAM/BHQ RNA-DNA oligo cleavage fluorescence, 5 h; activation, % at 20 µM; actives 0.32% (n = 350,000); in the data active = activation above about 50%
Target sequence (P0AE70 whole entry, looked up): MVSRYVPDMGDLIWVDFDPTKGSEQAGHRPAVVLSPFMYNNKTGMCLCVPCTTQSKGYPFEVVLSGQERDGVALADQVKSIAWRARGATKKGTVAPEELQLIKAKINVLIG
GDH-TPI counter = counter-screen for M. tuberculosis FBA inhibitors: GDH-TPI coupled enzymes | GDH-TPI coupled enzyme counterscreen, NADH absorbance | inhibition, % at 4.8 µM | actives 1.2% (n = 360,000); in the data active = inhibition above about 30%;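 also: 0% = DMSO wells and 100% = wells lacking the enzyme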
BioA inh = BioA (M. tuberculosis) enzyme inhibition | purified M. tuberculosis BioA enzyme, plate reader | inhibition, % at 9.99 µM | actives 0.096% (n = 360,000); in the data active = inhibition above about 40%
Rv3671c inh = Rv3671c (M. tuberculosis) protease inhibition | P9WHR9 | inhibition, % at 5.96 µM | actives 0.048% (n = 320,000); in the data active = inhibition above about 38%;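 also: extracellular domain of Rv3671c used as enzyme; 0% = enzyme with DMSO and 100% = no enzyme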
BoNT F protease = BoNT F light chain protease inhibition. inhibition, % at 10 µM. Multiplex microsphere protease cleavage assay, flow cytometry. actives 0.22% (n = 360,000); in the data active = inhibition above about 35%, passing the limit was not always enough; also: plate controls were buffer without enzyme for full effect and enzyme alone for no effect
FBA Mtb inh = inhibitors of M. tuberculosis fructose-bisphosphate aldolase; purified M. tuberculosis FBA, fluorescence read-out; inhibition, % at 1 µM; actives 2.3% (n = 360,000); P9WQA3; in the data active = inhibition above about 27%;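 also: 0% = vehicle and 100% = reference inhibitor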
Target sequence (P9WQA3 whole entry, looked up): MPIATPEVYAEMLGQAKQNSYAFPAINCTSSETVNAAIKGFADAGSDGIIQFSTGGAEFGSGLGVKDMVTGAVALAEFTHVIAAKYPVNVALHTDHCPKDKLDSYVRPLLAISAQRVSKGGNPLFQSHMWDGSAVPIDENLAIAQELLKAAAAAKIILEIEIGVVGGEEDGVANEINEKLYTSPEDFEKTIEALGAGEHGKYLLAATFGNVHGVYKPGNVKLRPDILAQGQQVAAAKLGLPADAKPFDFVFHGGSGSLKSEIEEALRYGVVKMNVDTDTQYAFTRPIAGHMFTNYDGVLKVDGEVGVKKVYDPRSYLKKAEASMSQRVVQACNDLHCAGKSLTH
UGM FP inh = blocks M. tuberculosis UGM enzyme. purified UGM, fluorescence polarization probe displacement. inhibition, % at 10 µM. actives 0.06% (n = 320,000). AID 504406; in the data active = inhibition above about 10%, passing the limit was not always enough
Target sequence (P9WIQ1 whole entry, looked up): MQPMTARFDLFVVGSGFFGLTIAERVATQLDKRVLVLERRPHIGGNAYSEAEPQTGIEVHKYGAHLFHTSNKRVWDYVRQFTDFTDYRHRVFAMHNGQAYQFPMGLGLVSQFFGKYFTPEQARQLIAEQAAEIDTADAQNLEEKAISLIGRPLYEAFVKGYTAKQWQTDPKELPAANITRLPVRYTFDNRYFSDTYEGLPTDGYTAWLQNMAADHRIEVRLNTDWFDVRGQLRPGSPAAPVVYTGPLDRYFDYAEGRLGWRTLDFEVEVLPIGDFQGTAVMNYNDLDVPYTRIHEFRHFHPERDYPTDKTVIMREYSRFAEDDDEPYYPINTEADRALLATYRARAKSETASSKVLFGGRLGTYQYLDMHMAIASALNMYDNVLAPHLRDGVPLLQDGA
Numbers without * were called inactive; . = not tested or not shown; & = joins results of further samples.

Assay codes – A = PrPC TRFRET; B = FadD28 FP inh; C = MazEF act; D = GDH-TPI counter; E = BioA inh; F = Rv3671c inh; G = BoNT F protease; H = FBA Mtb inh; I = UGM FP inh
O=C(Nc1ccc2ccccc2c1)c1ccccc1O
  A: -4.7 | B: -1.5 | C: -3.8 | D: 20.7 | E: -0.8 | F: -13.8 | G: -2.8 | H: 10.9 | I: 0.0
COc1ccc(CCN(C)C(=O)CCNC(=O)c2ccc(Br)cc2)cc1OC
  A: 4.4 | B: -2.0 | C: 2.6 | D: 0.0 | E: 0.6 | F: -6.9 | G: 13.0 | H: 1.6 | I: 3.2
CCCCCN1C=CC(=C2C(=O)c3ccccc3C2=O)C=C1
  A: -11.7 | B: -1.6 | C: 0.0 | D: 5.1 | E: . | F: -2.2 | G: -1.3 | H: -1.2 | I: -1.8
CCn1ncc(CN2CCCC(C(=O)c3cccc(OC(C)C)c3)C2)c1C (stereo not given)
  A: -4.5 | B: 1.3 | C: 1.7 | D: 15.6 | E: 1.4 | F: 5.5 | G: 1.0 | H: 3.3 | I: -0.8
COc1ccc(OC)c(-c2cc(C(=O)Nc3sc4c(c3C#N)CCC(C)C4)c3ccccc3n2)c1 (stereo not given)
  A: -1.4 | B: -0.1 | C: 2.4 | D: 7.5 | E: -0.8 | F: -7.2 | G: 10.5 | H: 0.6 | I: 1.3
CC(NC(=O)C(=O)N/N=C\c1cccc([N+](=O)[O-])c1)c1ccccc1 (stereo not given)
  A: 1.7 | B: -0.3 | C: 11.9 | D: 5.4 | E: . | F: 0.1 | G: -4.3 | H: 1.4 | I: -2.0
CCC(=O)Nc1ccc2nc3c(=O)[nH]c(=S)[nH]c3nc2c1
  A: -36.2 | B: 1.0 | C: -18.4 | D: 8.6 | E: -1.5 | F: 9.6 | G: -21.1 | H: -7.5 | I: 2.2
O=C(CSc1nc(-c2ccc(F)cc2)nc2c1Cc1ccccc1O2)Nc1ccc(C(=O)O)cc1
  A: -11.5 | B: -1.8 | C: -36.9 | D: -2.7 | E: . | F: . | G: 5.8 | H: 0.5 | I: .
CC1=C(C(=O)OCC2CCCO2)C(c2ccc(C)cc2)C2=C(CC(C)(C)CC2=O)N1 (stereo not given)
  A: 0.0 | B: -1.6 | C: -6.5 | D: 6.5 | E: . | F: 5.7 | G: -3.8 | H: 12.7 | I: -0.5
Cc1noc(C)c1S(=O)(=O)N1CCCC(C(=O)N2CCN(C3CCCCC3)CC2)C1 (stereo not given)
  A: 3.9 | B: -1.3 | C: 3.3 | D: -4.0 | E: -1.0 | F: -6.4 | G: 8.4 | H: -0.7 | I: 0.5
Cc1cc2nc(-c3ccc(SCc4ccc(C#N)cc4)nc3)[nH]c2cc1C
  A: -0.8 | B: -5.6 | C: 2.2 | D: 13.0 | E: -7.9 | F: -9.3 | G: -4.3 | H: 3.5 | I: -1.1
C[C@@H]1CN([C@@H](C)CO)C(=O)CCCn2nncc2CO[C@H]1CN(C)Cc1ccc2c(c1)OCO2
  A: -3.2 | B: -1.8 | C: 1.7 | D: 8.2 | E: 0.2&-1.4 | F: . | G: -5.8 | H: -1.8 | I: .
COC(=O)c1cc(Br)c(=O)n(Cc2ccco2)c1
  A: -0.6 | B: -2.4 | C: 5.2 | D: -5.3 | E: -3.1 | F: 7.0 | G: 4.8 | H: 0.9 | I: 2.7
CN(C)C(=O)COc1ccc2ccc(=O)oc2c1
  A: 10.6 | B: 0.0 | C: 7.3 | D: 6.8 | E: 2.6 | F: 3.7 | G: 3.4 | H: 23.0 | I: 1.7
O=C(NC1=NCCS1)C12CC3CC(C1)CC(C(=O)NC1=NCCS1)(C3)C2
  A: -6.2 | B: -0.3 | C: -0.1 | D: -1.9 | E: -1.3 | F: 8.4 | G: 0.3 | H: 0.7 | I: 2.2
COCCn1c(N)c(N(Cc2ccccc2)C(=O)C(C)Oc2ccc(Br)cc2)c(=O)[nH]c1=O (stereo not given)
  A: 0.8 | B: -0.2 | C: 6.0 | D: 4.9 | E: -1.9 | F: . | G: -0.4 | H: 8.0 | I: .
Cc1cc(C)c(OCC(=O)N/N=C/c2ccco2)c(C)c1
  A: -1.1 | B: -2.0 | C: 0.9 | D: 4.9 | E: 1.0 | F: 2.5 | G: 0.2 | H: -1.1 | I: -2.7
CCOC(=O)c1[nH]c2ccc(C)cc2c1N=C(C)N(C)C
  A: -11.1 | B: -1.4 | C: 2.1 | D: 3.1 | E: -1.7 | F: 5.8 | G: 1.4 | H: 1.4 | I: 0.3
COc1cc(NC(=O)c2cc3ccccc3cc2OC)ccc1NC(=O)c1cccs1
  A: -1.4 | B: -2.2 | C: -14.7 | D: 10.8 | E: 0.4 | F: -11.1 | G: 2.5 | H: 0.8 | I: 1.3
COc1cc(C)c(CN2CCC(Cc3ccccc3)CC2)cc1C
  A: -0.6 | B: -0.7 | C: 3.7 | D: 2.2 | E: 0.4 | F: . | G: -11.5 | H: 0.0 | I: 0.9
CCCn1c(=O)c2c(nc3n2CCCN3CCc2ccc(OC)c(OC)c2)n(C)c1=O
  A: 2.1 | B: -3.1 | C: 7.5 | D: 0.7 | E: 4.8 | F: -9.0 | G: 14.4 | H: -1.9 | I: 1.3
COc1ccc(CCNc2ncnc3c2nnn3Cc2ccccc2)cc1OC
  A: 8.8 | B: -1.3 | C: 4.6 | D: 6.0 | E: -2.3 | F: 4.6 | G: . | H: 2.6 | I: 3.3
CCc1ccc(C(O)(c2ccccc2OC)C(CN2CCOCC2)c2ccccc2)cc1 (stereo not given)
  A: 7.3 | B: -2.4 | C: -5.0 | D: 3.5 | E: . | F: -2.6 | G: 1.9 | H: -4.1 | I: 0.7
Cc1ccc(/C=C/C(=O)N2CCc3ccccc32)o1
  A: -2.3 | B: 2.2 | C: -2.4 | D: 19.1 | E: . | F: -12.9 | G: -5.2 | H: -0.4 | I: 1.8
COc1ccc(-c2cc(=O)oc3c(C)c(OCC(=O)N[C@@H](Cc4ccc(O)cc4)C(=O)O)ccc23)cc1
  A: -14.9 | B: -12.7 | C: -6.5 | D: 20.6 | E: 2.4 | F: -3.3 | G: -1.3 | H: 1.1 | I: 0.7
N#Cc1c(N)nc2c(c1-c1ccc(Br)s1)CCCC2
  A: 4.6 | B: -4.9 | C: -2.4 | D: -1.1 | E: 8.4 | F: -8.0 | G: -4.5 | H: 0.3 | I: -0.2
CC(=O)C1C2c3ccccc3OC1(C)N=c1s/c(=C/c3cnn(C)c3)c(=O)n12 (stereo not given)
  A: -22.9 | B: -0.9 | C: 2.7 | D: 38.0* | E: -0.5 | F: -0.4 | G: 2.3 | H: -4.0 | I: 1.3
O=C(O)c1cnn(-c2nc(-c3ccc(Br)cc3)cs2)c1C(F)(F)F
  A: 10.7 | B: -5.2 | C: -11.9 | D: -1.5 | E: 2.7 | F: -2.5 | G: -11.7 | H: 7.2 | I: 2.8
COc1ccc(C2(c3ccc(OC)cc3)NC(=O)N(CC(=O)Nc3cc(C)on3)C2=O)cc1
  A: -2.0 | B: -4.9 | C: -0.2 | D: -10.2 | E: 2.5 | F: -10.2 | G: -0.4 | H: 0.3 | I: -3.3
CCCCN1CC(C)(C)[C@H](CC(=O)Nc2ccccc2)C1=O
  A: -2.9 | B: -0.5 | C: 0.0 | D: 7.1 | E: -1.1 | F: . | G: 1.1 | H: -2.5 | I: .
CC(=O)[C@H]1CCC2C3CC=C4C[C@@H](O)CC[C@]4(C)C3CC[C@@]21C (stereo not given in full)
  A: -1.4 | B: -1.5 | C: -12.2 | D: -2.2 | E: 0.4 | F: 5.4 | G: 3.1 | H: -2.8 | I: -0.1
Cc1ccc(CC2S/C(=C(/C#N)C(=O)N3CCOCC3)N(c3ccccc3)C2=O)cc1 (stereo not given)
  A: 1.9 | B: -1.9 | C: -6.7 | D: 9.8 | E: . | F: 3.4 | G: -0.1 | H: 1.6 | I: -5.2
COc1cccc(/C=N/NC(=O)CCCC(=O)NC2CCCCC2)c1
  A: 0.1 | B: -0.7 | C: 0.7 | D: 0.0 | E: -2.3 | F: 8.5 | G: -4.1 | H: 0.4 | I: 0.8
N#CCCN1CCN(S(=O)(=O)c2ccc(S(=O)(=O)NC3CC3)cc2)CC1
  A: -1.9 | B: -1.6 | C: 6.6 | D: 5.0 | E: 0.3 | F: 1.8 | G: 2.0 | H: -0.2 | I: -0.2
COCCNC(=O)C(c1cccc(OC)c1)N(Cc1cccs1)C(=O)Cn1nnc2ccccc21 (stereo not given)
  A: -3.7 | B: 0.0 | C: 5.7 | D: 5.8 | E: -1.1 | F: 6.3 | G: -17.3 | H: 2.0 | I: -2.9
Cc1cn(CCC(=O)Nc2ccccc2N2CCOCC2)c2ccccc12
  A: 1.7 | B: -1.4 | C: -2.8 | D: 7.3 | E: . | F: -2.2 | G: . | H: 2.2 | I: 0.1
O=C(CN(c1ccccc1)S(=O)(=O)c1ccccc1)N/N=C/c1ccco1
  A: 3.5 | B: -3.7 | C: -2.7 | D: -3.3 | E: . | F: 0.4 | G: 3.4 | H: -1.2 | I: 1.5
CCc1nnc(NC(=O)CN2C(=O)c3ccccc3C2=O)s1
  A: -2.7 | B: 0.9 | C: 7.2 | D: 5.6 | E: 0.9 | F: 6.9 | G: -1.1 | H: 1.8 | I: -0.4
Oc1ccc(-c2n[nH]c(=S)n2Cc2ccccc2)cc1
  A: 8.8 | B: -4.0 | C: 1.6 | D: -11.5 | E: 1.5 | F: -12.9 | G: 1.0 | H: -2.1 | I: 0.1
CCCCCn1c(=O)[nH]c2c(c1=O)CCC2
  A: -2.5 | B: 0.0 | C: 1.2 | D: 10.2 | E: -2.8 | F: 0.0 | G: 0.2 | H: -8.0 | I: -0.3
COc1cccc(C2=CC(c3cc(OC)ccc3OC)n3nnnc3N2)c1 (stereo not given)
  A: -2.8 | B: -0.6 | C: 0.6 | D: 11.3 | E: 0.3 | F: -4.5 | G: 0.9 | H: 0.6 | I: 1.5
O=S(=O)(c1ccc(Cl)cc1)N1CCCC(c2nc(-c3ccc(F)cc3)no2)C1 (stereo not given)
  A: -3.8 | B: -1.2 | C: -1.2 | D: -4.0 | E: -1.5 | F: -2.6 | G: -0.7 | H: -0.9 | I: -2.1
CCOc1ccc(C(=O)Nc2ccc3[nH]ncc3c2)cc1
  A: 32.6* | B: -1.3 | C: 8.1 | D: 8.6 | E: 0.4 | F: -2.4 | G: -5.7 | H: 1.1 | I: -1.5
CCOc1cccc(-c2cc(C(=O)N/N=C/c3ccc(OC)c(CN4CCOCC4)c3)c3ccccc3n2)c1
  A: -4.3 | B: -2.9 | C: 1.4 | D: 5.9 | E: . | F: -26.3 | G: -15.3 | H: 2.3 | I: 0.8

7 compounds already listed, arranged by number of heavy atoms, ascending:
Assay codes – A = PrPC TRFRET; B = FadD28 FP inh; C = MazEF act; D = GDH-TPI counter; E = BioA inh; F = Rv3671c inh; G = BoNT F protease; H = FBA Mtb inh; I = UGM FP inh
CCCCCn1c(=O)[nH]c2c(c1=O)CCC2
  A: -2.5 | B: 0.0 | C: 1.2 | D: 10.2 | E: -2.8 | F: 0.0 | G: 0.2 | H: -8.0 | I: -0.3
Oc1ccc(-c2n[nH]c(=S)n2Cc2ccccc2)cc1
  A: 8.8 | B: -4.0 | C: 1.6 | D: -11.5 | E: 1.5 | F: -12.9 | G: 1.0 | H: -2.1 | I: 0.1
CCc1nnc(NC(=O)CN2C(=O)c3ccccc3C2=O)s1
  A: -2.7 | B: 0.9 | C: 7.2 | D: 5.6 | E: 0.9 | F: 6.9 | G: -1.1 | H: 1.8 | I: -0.4
CC(=O)[C@H]1CCC2C3CC=C4C[C@@H](O)CC[C@]4(C)C3CC[C@@]21C (stereo not given in full)
  A: -1.4 | B: -1.5 | C: -12.2 | D: -2.2 | E: 0.4 | F: 5.4 | G: 3.1 | H: -2.8 | I: -0.1
O=C(CN(c1ccccc1)S(=O)(=O)c1ccccc1)N/N=C/c1ccco1
  A: 3.5 | B: -3.7 | C: -2.7 | D: -3.3 | E: . | F: 0.4 | G: 3.4 | H: -1.2 | I: 1.5
O=S(=O)(c1ccc(Cl)cc1)N1CCCC(c2nc(-c3ccc(F)cc3)no2)C1 (stereo not given)
  A: -3.8 | B: -1.2 | C: -1.2 | D: -4.0 | E: -1.5 | F: -2.6 | G: -0.7 | H: -0.9 | I: -2.1
COCCNC(=O)C(c1cccc(OC)c1)N(Cc1cccs1)C(=O)Cn1nnc2ccccc21 (stereo not given)
  A: -3.7 | B: 0.0 | C: 5.7 | D: 5.8 | E: -1.1 | F: 6.3 | G: -17.3 | H: 2.0 | I: -2.9

Compound activity (PubChem)
